Assay outcomes from PubChem.
Rhodamine fluor: rhodamine region autofluorescence | Rhodamine-region fluorescence, 547/598 nm, Tris buffer; stronger effect = higher value | max dye-equivalent concentration, M | actives 0.05% (n = 59,000) | AID 594; in the data active means max dye-equivalent concentration above about 11 nM; inconclusive means between about 1.1 nM and that limit
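A six-point rhodamine series on each plate calibrates the signal. Compounds sit in 100 mM Tris (pH 8.0) for 15 min at ambient temperature before imaging through 547 nm/598 nm filters.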
Tau filament bind: tau filament binding; P10636; recombinant tau filaments, thioflavin S fluorescence, 15 h; filaments grown with octadecylsulfate alongside compound; Potency, µM (doses to about 57.1 µM), for the others: top-dose activity change, negative = inhibition; actives 2% (n = 71,000); AID 596;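 further: potency means the concentration at half of the fitted maximal effect; on the % scale 0 is the no-effect control and ±100 the full control effect; actives lower thioflavin S fluorescence by blocking filaments or displacing dye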
Target sequence (P10636 whole entry, looked up): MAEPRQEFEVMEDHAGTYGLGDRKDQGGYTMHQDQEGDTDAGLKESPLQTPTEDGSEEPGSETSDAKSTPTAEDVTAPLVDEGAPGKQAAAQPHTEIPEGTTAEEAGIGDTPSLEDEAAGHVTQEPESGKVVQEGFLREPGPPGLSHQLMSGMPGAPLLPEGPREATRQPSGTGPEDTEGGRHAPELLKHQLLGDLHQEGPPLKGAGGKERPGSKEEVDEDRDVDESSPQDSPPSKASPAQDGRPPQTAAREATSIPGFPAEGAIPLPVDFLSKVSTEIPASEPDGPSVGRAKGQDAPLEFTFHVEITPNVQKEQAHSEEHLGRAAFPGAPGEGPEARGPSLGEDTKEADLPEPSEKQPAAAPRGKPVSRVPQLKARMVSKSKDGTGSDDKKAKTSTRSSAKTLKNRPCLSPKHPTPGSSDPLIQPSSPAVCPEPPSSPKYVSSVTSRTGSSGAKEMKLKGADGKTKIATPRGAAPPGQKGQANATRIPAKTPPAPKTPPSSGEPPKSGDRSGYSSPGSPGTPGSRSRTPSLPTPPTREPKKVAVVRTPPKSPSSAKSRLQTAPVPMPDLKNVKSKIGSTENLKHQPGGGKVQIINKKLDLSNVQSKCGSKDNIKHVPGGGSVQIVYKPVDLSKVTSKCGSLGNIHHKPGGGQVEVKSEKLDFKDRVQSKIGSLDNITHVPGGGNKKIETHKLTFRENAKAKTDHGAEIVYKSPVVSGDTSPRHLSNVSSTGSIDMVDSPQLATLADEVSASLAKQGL
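Assay mix: 1 uM His-tagged tau, 30 uM sodium octadecylsulfate, thioflavine S dye in HEPES/NaCl/DTT buffer. Compound is added prior to the inducer. Fluorescence after 15 h at 37 C.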
Caspase-7 inhib: blocks human caspase-7 allosterically or competitively; recombinant caspase-7, Ac-DEVD-AFC fluorescence rate; Potency, µM (highest dose often 57.5 µM), without a hit: at the highest dose activity change, negative = inhibition, actives largely listed as inhibitors; actives 0.02% (n = 75,000); AID 889; active means well fitted inhibition curve with a large enough effect in the main read-out, with a control signal flat, not every such curve was filed as active; inconclusive means small, poorly fitted or top-dose-only effect, or a change in a side signal; further: potency means the concentration at half of the fitted maximal effect; % of control where 0% means no effect
BRCT PPI red: disrupts BRCA1 BRCT binding to phosphoprotein, red fluorophore readout | actives 0.03% (n = 75,000) | P38398 | BRCT-phosphopeptide binding, red fluorescence polarization | Potency, µM (series often up to 76.9 µM), for the others: at the top dose activity change, negative = inhibition, most hits filed as inhibitors; further: on the % scale 0 is the no-effect control and ±100 the full control effect
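Fluorescence polarization: 100 nM His-tagged BRCA1 BRCT with 100 nM TAMRA-labelled phospho-BACH1 decapeptide, phosphate buffer pH 7.3 with 150 mM NaCl, DTT, 0.01% Tween 20; 12 min RT. Binding inhibition seen as FP decrease.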
ALOX15 inhib: blocks human 15-lipoxygenase activity; actives 1.4% (n = 74,000); Potency, µM (series often up to 57.1 µM), for inactives: at the top dose activity change, negative = inhibition, usual class: inhibitors; AID 887; purified 15hLO-1, xylenol orange hydroperoxide absorbance; further: potency means the concentration at half of the fitted maximal effect; on the % scale 0 is the no-effect control and ±100 the full control effect; nearly all actives have a fitted effect of over 55% in size
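Purified human 15hLO-1 (40 nM final) in 25 mM Hepes pH 7.5, 0.01% Triton X-100 was preincubated with compound 15 min at room temperature, then reacted 6 min with 50 uM arachidonic acid; hydroperoxide detected by Fe-XO, 573/405 nm absorbance ratio.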
DNA Pol III inh: blocks replication by bacterial DNA polymerase III holoenzyme; reconstituted DNA polymerase III holoenzyme replication, biochemical; Potency, µM (doses to about 57.1 µM), without a hit: at the top dose activity change, negative = inhibition; actives 0.25% (n = 71,000); AID 603; further: potency means the concentration at half of the fitted maximal effect; on the % scale 0 is the no-effect control and ±100 the full control effect
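Reconstituted *E. coli* holoenzyme (0.35 nM Pol III, 1 nM beta, 154 nM SSB, 2 nM primase) was preincubated with compound for 15 min at RT. Synthesis on 1.4 nM ssM13Gori ran 35 min, then was stopped with PicoGreen/EDTA and read as dsDNA fluorescence.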
BRCT inh green: inhibitors of human BRCA1 BRCT-phosphoprotein interaction (green fluorophore); actives 0.05% (n = 75,000); BRCA1 BRCT-phosphopeptide binding, green fluorescence polarization; P38398; Potency, µM (doses to about 76.9 µM), for the others: at the highest dose activity change, negative = inhibition, actives largely listed as inhibitors;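 further: potency means the concentration at half of the fitted maximal effect; plate controls were peptide without protein for full effect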
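Fluorescence polarization: His-tagged BRCT (~35 kDa BRCA1 C-terminus, 250 nM) bound to 100 nM fluorescein-labeled phosphorylated 10-aa BACH1 peptide, pH 7.3 phosphate buffer with DTT and Tween 20. Compounds incubated 12 min at room temperature; inhibition read as lowered polarization.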
HEK293 cAMP cs: counter-screen for TSHR agonists: cAMP increase in parental HEK293 | parental HEK293 CNG cAMP sensor, membrane potential fluorescence | Potency, µM (titrated, usually from 57.1 µM), without a hit: at the highest dose activation, hits mostly activators | actives 2.5% (n = 73,000) | AID 938; further: potency means the concentration at half of the fitted maximal effect; % of control where 0% means no effect; nearly all actives have a fitted effect of over 55% in size
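Parental HEK 293 cells stably expressing a cAMP-gated CNG channel were loaded with membrane potential dye containing 100 uM RO 20-1724 for 60 min. Compound added for 30 min; depolarization read as fluorescence intensity at 590 nm.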
Caspase-1 inhib: allosteric or competitive inhibitors of human caspase-1. P29466. Caspase-1 enzyme, Ac-WEHD-AFC fluorogenic rate. Potency, µM (series often up to 57.5 µM), inactives show top-dose activity change, negative = inhibition, hits mostly inhibitors. actives 0.03% (n = 75,000). AID 900;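 further: potency means the concentration at half of the fitted maximal effect; plate controls were vehicle for no effect and no substrate for full effect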
Target sequence (P29466 120-297 limits assumed): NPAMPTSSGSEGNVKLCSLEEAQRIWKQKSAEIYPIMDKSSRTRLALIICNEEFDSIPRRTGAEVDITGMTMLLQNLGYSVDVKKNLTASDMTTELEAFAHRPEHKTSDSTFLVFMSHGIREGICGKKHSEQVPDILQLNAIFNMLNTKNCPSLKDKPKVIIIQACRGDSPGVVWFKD
Target sequence (P29466 317-404 limits assumed): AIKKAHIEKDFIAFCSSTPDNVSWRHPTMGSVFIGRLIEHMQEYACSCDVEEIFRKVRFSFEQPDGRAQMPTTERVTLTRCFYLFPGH
HADH2 inhib: inhibitors of human HADH2 dehydrogenase | Q99714 | actives 3.4% (n = 73,000) | recombinant HADH2, NADH fluorescence, beta-hydroxybutyryl-CoA | AID 886 | Potency, µM (series often up to 57.1 µM), inactives show top-dose activity change, negative = inhibition, hits mostly inhibitors; further: potency means the concentration at half of the fitted maximal effect; on the % scale 0 is the no-effect control and ±100 the full control effect; nearly all actives have a fitted effect of over 60% in size; many of its hits are not listed in these tables
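His-tagged recombinant enzyme from E. coli, 20 nM, preincubated 15 min RT with compound; reaction started with 1 mM NAD+ and 90 uM beta-hydroxybutyryl-CoA in 100 mM Tris-HCl pH 9.0. NADH fluorescence (ex 360/em 450) read over 4 min; last-minus-first difference.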
USP2a inhib: inhibitors of human ubiquitin-specific protease USP2a | O75604 | USP2a enzymatic assay, qHTS inhibition | Potency, µM (titrated, usually from 38.3 µM), without a hit: at the top dose activity change, negative = inhibition, hits mostly inhibitors | actives 0.1% (n = 60,000) | AID 927;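 further: potency means the concentration at half of the fitted maximal effect; nearly all actives have a fitted effect of over 60% in size; plate controls were DMSO for no effect and NEM full inhibition control for full effect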
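20 nM USP2 core + cpd, 30 min RT; add 20 nM Ub-PLA2/20 uM NBD C6-HPC; read Ex460/Em535 at 0 h and 2.5 h. Normalized to NEM; qHTS curve fit/classification.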
An asterisk follows results filed as active; i = inactive; ? = inconclusive; . = no result given; & = joins results of further samples; [ ] = dose if it differs, or a comment. Unless noted, the call rests on the fitted dose curve; in most records, active means well fitted curve in the direction sought with a large enough effect; inconclusive means small, poorly fitted or top-dose-only effect, or another doubt; inactive means no such curve, though single readings can be large; an effect the other way counts as inactive or inconclusive. Some of the compounds tested, so the mix of outcomes need not match the whole.

SMILES | Rhodamine fluor | Tau filament bind | Caspase-7 inhib | BRCT PPI red | ALOX15 inhib | DNA Pol III inh | BRCT inh green | HEK293 cAMP cs | Caspase-1 inhib | HADH2 inhib | USP2a inhib
COc1ccc2c(c1)CN([C@H](C)[C@@H]1CC[C@@H]3[C@H]4CC[C@H]5C[C@@H](O)CC[C@@]5(C)[C@H]4CC[C@]31C)CO2 | i | 60%[11.4 µM] | -3%[11.5 µM] | 0.2%[15.4 µM] | 8%[11.4 µM] | -13%[11.4 µM] | 1.8%[15.4 µM] | -11%[11.4 µM] | -3%[11.5 µM] | ? | .
COc1ccc2[nH]cc(CCNC(=O)C3CCCNC3=O)c2c1 (stereo not drawn) | . | -5% | 0% | -0.1% | -2% | 0% | -0.9% | 1% | 0% | 6% | .
Cn1c(Cc2cccs2)nnc1SC/C=C/c1ccccc1 | i | 12% | -2% | -0.4% | 0% | -7% | -4.7% | ? | 1% | 5% | 12%
CCCCOC(=O)CNc1nnc(SCC(=O)OCC)[nH]c1=O | i | 3% | 0% | -1.3% | 1% | 1% | -2.1% | -43%[inhibitor] | 0% | ? | -5%
O=c1onc2cnc3ccccc3n12 | i | -4%&1% | -1% | -3.9% | 17%[25.6 µM] | -1%&-3% | -1.6% | 2%&17% | -1% | 20µM* | -2%
OC(CN1CCN(c2cccc(C(F)(F)F)c2)CC1)c1c[nH]c2ccccc12 (stereo not drawn) | i | -2% | -2% | 0.7% | -18% | 0% | 2.6% | 5% | -4% | 14% | 27%
COc1ccc(NC(=O)N2CC[C@@]3(CCCN(C(=O)c4cccc(F)c4)C3)C2)cc1 | i | 0% | -1% | -0.5% | 0% | -8% | 1.5% | 29% | -1% | 12% | 11%
O=C(N/N=C1/C[C@@H](O)[C@@H](O)[C@@H]2[C@@H]3C(=O)N(C[C@@H]4CCCO4)C(=O)[C@H]3CC[C@@H]12)OCc1ccccc1 | . | . | 4%[11.5 µM] | -0.1%[15.4 µM] | 1%[11.4 µM] | . | 0.1%[15.4 µM] | 2%[11.4 µM] | -5%[11.5 µM] | -1%[11.4 µM] | .
CCc1ncc(C(O)c2cccc3ccccc23)n1C (stereo not drawn) | i | 2% | 0% | -0.5% | 4% | -2% | -1.0% | ? | -2% | 12% | -7%
O=C(NCc1ccco1)Nc1ccc(Br)cc1Cl | i | -6% | 0% | 0.2% | ? | -4% | -1.8% | 3% | 0% | 5% | -9%

Reprinted from the part before: two entries, then new ones.
SMILES | Rhodamine fluor | Tau filament bind | Caspase-7 inhib | BRCT PPI red | ALOX15 inhib | DNA Pol III inh | BRCT inh green | HEK293 cAMP cs | Caspase-1 inhib | HADH2 inhib | USP2a inhib
CCc1ncc(C(O)c2cccc3ccccc23)n1C (stereo not drawn) | i | 2% | 0% | -0.5% | 4% | -2% | -1.0% | ? | -2% | 12% | -7%
O=C(NCc1ccco1)Nc1ccc(Br)cc1Cl | i | -6% | 0% | 0.2% | ? | -4% | -1.8% | 3% | 0% | 5% | -9%
O=C(NCc1cccc(Cl)c1)c1ccco1 | i | -1% | -1% | 0.6% | 6% | -3% | -1.1% | 13% | 0% | -8% | -8%
Cc1ccccc1-n1c(C)nnc1SCC(=O)NCC1CCCO1 (stereo not drawn) | i | 14% | 1% | 1.0% | 6% | ? | -0.6% | 7% | 2% | 5% | 4%
Cc1c(-c2nc(N)nc(Nc3ccc(F)cc3)n2)oc2ccccc12 | i | 239% | -8% | -1.2% | 4% | -2% | -1.5% | 5% | -3% | -18% | 31%[activator]
O=C(c1ccco1)N1CCN(C(=O)c2cc(-c3ccccn3)nc3ccccc23)CC1 | i | -17% | -1% | -0.9% | 10% | 0% | -1.7% | -11% | 1% | 5% | -3%
CCOC(=O)c1ccc(NC(=O)CSc2nc3c(c(=O)n2CC)SC(C)C3)cc1 (stereo not drawn) | . | . | -6% | 2.0% | ? | -3% | 2.6% | . | -8% | ? | .
CCOC(=O)c1sc(NC(=O)CNC(=O)Cn2cnc3sc(C)c(C)c3c2=O)nc1C | i | 39% | 0% | 0.0% | 5% | 4% | -1.6% | -13% | 1% | 4% | 5%
COc1cccc(C(c2nnnn2Cc2ccco2)N2CCN(c3cccc(C)c3C)CC2)c1OC (stereo not drawn) | i | -4% | -3% | -1.4% | -5% | 6% | 0.8% | ? | -2% | 3% | 20%
COc1ccc(C(=O)n2ccc(C)n2)cc1Br | i | -4% | -2% | -1.3% | 11% | 4% | -1.6% | 19% | 1% | -3% | 1%
CCOC(=O)Cc1[nH]nc2c1C(c1ccoc1)C(C#N)=C(N)O2 (stereo not drawn) | i | -2% | -1% | -1.1% | -10% | -5% | -5.8% | 6% | 1% | -9% | -3%
COC(=O)C(C)Sc1nnc(Cc2cc(=O)[nH]c(=O)[nH]2)n1-c1cccc(OC)c1 (stereo not drawn) | . | 0% | -4% | -0.3% | 4% | -8% | -1.8% | 21% | -3% | 7% | .
CC(C)N(Cc1nc2ccccc2[nH]1)C(C)C | . | 3% | 1% | -2.7% | 10% | -6% | 0.0% | 1% | -4% | 14% | .
COC(=O)c1cccc(N(C(=O)CNC(=O)c2ccco2)C(C(=O)NC2CCCC2)c2ccco2)c1 (stereo not drawn) | i | 8% | 0% | 0.5% | 2% | -1% | -1.0% | 27% | 1% | 1% | 10%
COc1ccc(Br)cc1CNC(=O)C1CCN(S(=O)(=O)N2CCCC2)CC1 | i | 0% | 1% | 0.6% | 8% | 2% | 0.7% | -2% | 0% | 2% | 27%
CCOC(=O)c1nn(-c2ccccc2)c(=O)c2c(N)scc12 | i | -20% | -8% | -0.9% | 5µM* | -3% | -2.8% | -1% | ? | ? | -1%
Cc1ccc(Cl)cc1N(CC(=O)NC1CCCCC1)S(C)(=O)=O | i | 8% | 0% | 0.0% | 2% | -4% | -1.6% | ? | 1% | 1% | 8%
COc1ccc(-c2noc(CCC(=O)NCc3cccnc3)n2)cc1 | i | -14% | 0% | -1.2% | 4% | -6% | 0.1% | 9% | -1% | 3% | 7%
CCN(CC)c1ccc(CNC23CN4CN(CN(C4)C2)C3)cc1 | . | -9%[11.4 µM] | 0% | 0.1% | -1%[11.4 µM] | -12%[11.4 µM] | -0.8% | 3%[11.4 µM] | 0% | 8%[11.4 µM] | 0%[7.66 µM]
O=S(=O)(Nc1cccnc1)c1ccc(C2CCCCC2)cc1 | i | -3% | -4% | 0.2% | -4% | 6% | -0.1% | 25µM* | -3% | 15% | 8%
COC(=O)C1C(=O)C2=C(CC1C)NC(=O)CC2c1cccc(C)c1 (stereo not drawn) | i | -30% | -1% | 0.8% | -9% | 2% | -0.3% | 28% | -2% | ? | -1%
Cc1c(NC(=O)Cn2cnc3c(=O)n(C)c(=O)n(C)c32)cccc1-c1nc2ccccc2o1 | i | 203% | 0% | 0.2% | -2% | -1% | 1.0% | -3% | -1% | 5% | 31%[activator]
CCSC1=C(C#N)C(c2ccc(C)s2)CC(=O)N1 (stereo not drawn) | . | -4% | 2% | 0.4% | -18% | 3% | -1.6% | 24% | -1% | -6% | 3%
COC1=CC(=O)C(O)=C/C1=C\C=C\c1ccccc1 | . | . | -5% | -1.2% | ? | . | -0.3% | . | 0% | . | 3%
COc1cc(S(=O)(=O)N(Cc2cccs2)CC2CCCO2)ccc1-n1cnnn1 (stereo not drawn) | i | -3% | 0% | 1.7% | 3% | -4% | -0.8% | ? | 1% | 22% | -3%
c1ccc2nc3c(nc2c1)CCc1nonc1-3 | i | 0% | 1% | 0.2% | 7% | -6% | -0.9% | 2% | -1% | -13% | 0%
Cc1nnc2sc(-c3ccc(-c4ccc(Cl)c(C(F)(F)F)c4)o3)nn12 | i | 4% | -2% | 1.2% | 8% | -6% | -0.3% | 10% | -2% | 228%[activator] | 43%[activator]
CCCOc1ccc(C(CC(=O)O)NS(=O)(=O)c2ccc(NC(C)=O)cc2)cc1 (stereo not drawn) | i | 0% | 2% | 1.3% | 8% | 2% | -2.6% | 23% | 2% | -3% | -3%
COc1ccc(-c2csc3ncnc(NCCN4CCOCC4)c23)cc1 | i | -6% | 0% | -1.5% | -9% | -12% | -1.4% | 8% | 1% | -2% | 2%
COc1ccc(Cl)c(NC(=O)NCCN2CCN(c3ccccc3)CC2)c1 | i | 12% | -1% | -0.9% | 3% | -3% | -0.5% | 8% | 2% | 7% | 2%
NC(=O)/N=C(\N)NC(=O)c1ccccc1 | i | 3%[11.4 µM] | 1%[11.5 µM] | 1.0%[15.4 µM] | -4%[11.4 µM] | 0%[11.4 µM] | -0.2%[15.4 µM] | 8%[11.4 µM] | 2%[11.5 µM] | 9%[11.4 µM] | .
